# ROS inducer: ROS inducers in U2OS cancer cells, primary screen, cell-based, H2DCF-DA fluorescence; AID 624156, 2012; U2OS ROS induction; 2% of 46,000 active; ROS induction (% of piperlongumine), % at 10 µM; in the data active means ROS induction above about 79%, passing the limit was not always enough; inconclusive means no clear call, values can overlap the other calls;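 further: 0% = DMSO vehicle median and 100% = reference compound median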
# Active calls of the source: *; u = inconclusive. Only part of the results is shown, so the mix of outcomes need not match the whole.
Molecule | ROS inducer
Cc1ccc(S(=O)(=O)N(C)C[C@H]2Oc3ccc(NC(=O)NC(C)C)cc3C(=O)N([C@@H](C)CO)C[C@H]2C)cc1 | -1.5
CC(C)(c1ccccc1)c1ccc(OCC(=O)NC2CCCC2)cc1 | 0.6
COc1ccc(S(=O)(=O)N(C)C[C@@H]2Oc3ccc(NS(C)(=O)=O)cc3CC(=O)N([C@@H](C)CO)C[C@@H]2C)cc1 | -8.6
COc1ccc(S(=O)(=O)N(C)C[C@H]2Oc3c(NC(=O)Nc4ccccc4)cccc3C(=O)N([C@@H](C)CO)C[C@H]2C)cc1 | -0.4
C[C@H]1CN([C@@H](C)CO)C(=O)CCCn2cc(nn2)CO[C@H]1CN(C)Cc1ccc(Oc2ccccc2)cc1 | -2.1
CCCOc1ccc(CNC(=S)NCc2ccc(OC(C)C)cc2)cc1 | -10.2
CC1=C(C/C=N/NC(=O)CCCCCC(=O)O)C(C)(C)CCC1 | -13.1
C[C@H](CO)N1C[C@H](C)[C@H](CN(C)C(=O)NC2CCCCC2)Oc2ccc(NC(=O)Nc3cccc4ccccc34)cc2C1=O | 11.8
COc1ccc(S(=O)(=O)Nc2ccc3c(c2)CC(=O)N([C@H](C)CO)C[C@@H](C)[C@@H](CN(C)Cc2ccc(C(F)(F)F)cc2)O3)cc1 | 37.1
C[C@@H]1CN([C@H](C)CO)C(=O)c2cc(NC(=O)Cn3cnnn3)ccc2O[C@@H]1CN(C)Cc1ccccc1 | -5.9

# Remaining list, next part:
Molecule | ROS inducer
COc1ccc(CN(C)C[C@H]2Oc3c(NC(=O)Nc4ccccc4)cccc3C(=O)N([C@H](C)CO)C[C@H]2C)cc1 | 4.7
O=C(O)C1=C[C@@H](c2ccccc2)C[C@@H](OCc2ccc(CO)cc2)O1 | -8.6
C[C@@H]1CCCCO[C@@H](CN(C)C(=O)CCC(F)(F)F)[C@@H](C)CN([C@H](C)CO)C(=O)c2cc(NC(=O)c3ccccc3)ccc2O1 | 13.4
CNS(=O)(=O)c1ccc2c(c1)C(=NO)c1cc(S(=O)(=O)NC)ccc1-2 | -1.9
Cc1cc(C)n(-c2nc3ccc([N+](=O)[O-])cc3nc2-n2nc(C)cc2C)n1 | 8.7
CCOC(=O)C1=C(C)Nc2ncnn2C1c1c[nH]c2ccccc12 (configuration not stated) | -4.7
COc1ccc(S(=O)(=O)Nc2ccc3c(c2)CC(=O)N([C@H](C)CO)C[C@@H](C)[C@H](CN(C)C(=O)Nc2ccc(C(F)(F)F)cc2)O3)cc1 | u
C[C@@H]1CN([C@@H](C)CO)C(=O)Cc2cc(NC(=O)CCC(F)(F)F)ccc2O[C@@H]1CN(C)Cc1ccccc1 | 2.2
COc1ccc([N+](=O)[O-])cc1CSc1nnc(-c2ccc(NC(C)=O)cc2)n1C | 1.8
C[C@@H]1CCCCO[C@H](CN(C)C)[C@@H](C)CN([C@H](C)CO)C(=O)c2cc(NC(=O)NC3CCCCC3)ccc2O1 | -6.5

# (further entries)
Molecule | ROS inducer
C[C@@H]1CN([C@@H](C)CO)C(=O)c2cccc(NC(=O)CCCCCC(=O)Nc3ccccc3N)c2O[C@@H]1CN(C)C(=O)Nc1ccc(F)cc1 | -12.3
CCC(Sc1nc2ccccc2o1)C(=O)Nc1cccc2ccccc12 (configuration not stated) | -1.0
C[C@H]1CN([C@@H](C)CO)C(=O)c2cccc(NC(=O)Nc3ccccc3)c2O[C@H]1CN(C)C | 30.4
COCc1cc(C)nc2sc3c(=O)[nH]c(-c4ccccc4O)nc3c12 | -1.2
CCC(C)NC(=O)c1ccc(NC2=NC3CS(=O)(=O)CC3S2)cc1 (configuration not stated) | -8.3
CC(C)NC(=O)Nc1cccc2c1O[C@H](CN(C)C(=O)Nc1ccc(C(F)(F)F)cc1)[C@@H](C)CN([C@@H](C)CO)C2=O | -0.8
C[C@@H]1CN([C@H](C)CO)C(=O)c2cccc(NC(=O)c3nc4ccccc4s3)c2O[C@H]1CN(C)S(=O)(=O)c1ccc(Cl)cc1 | 54.7
C[C@H](CO)N1C[C@H](C)[C@H](CN(C)S(=O)(=O)c2cccs2)OCc2cn(nn2)CCCC1=O | 27.8
CC(C)NC(=O)N(C)C[C@@H]1Oc2ccc(NS(=O)(=O)c3ccc(F)cc3)cc2CC(=O)N([C@H](C)CO)C[C@H]1C | 0.1
COc1ccc(CNc2nc3nc(C)cc(=O)n3[nH]2)cc1OC | 44.8

# Additional structures follow:
Molecule | ROS inducer
C[C@H](CO)N1C[C@H](C)[C@H](CN(C)C(=O)NC2CCCCC2)Oc2ccc(NC(=O)Cc3cn(C)c4ccccc34)cc2CC1=O | 7.9
C[C@H]1CN([C@@H](C)CO)C(=O)c2cccc(NS(=O)(=O)c3ccc(Cl)cc3)c2O[C@H]1CN(C)C(=O)Nc1ccccc1 | -2.6
Cc1noc(C)c1NC(=O)N(C)C[C@H]1Oc2ccc(NC(=O)CCN3CCOCC3)cc2CC(=O)N([C@H](C)CO)C[C@H]1C | -8.2
Cc1cc(-c2cccs2)c(C#N)c(SCC(=O)Nc2cccc(F)c2)n1 | 28.0
COc1ccc(NC(=O)N(C)C[C@@H]2Oc3ccc(N(C)C)cc3C(=O)N([C@@H](C)CO)C[C@@H]2C)cc1 | -8.2
COc1ccc(S(=O)(=O)N(C)C[C@H]2Oc3ccc(NC(=O)Nc4ccc5c(c4)OCO5)cc3C(=O)N([C@@H](C)CO)C[C@H]2C)cc1 | 11.8
CN(C(=O)c1noc2c1COc1ccccc1-2)c1cccc(C(F)(F)F)c1 | 8.0
C[C@H](CO)N1C[C@H](C)[C@@H](CN(C)S(=O)(=O)c2ccc(Oc3ccccc3)nc2)OCc2cn(nn2)CCCC1=O | 9.2
Cc1noc(C)c1NC(=O)N(C)C[C@@H]1Oc2ccc(NC(=O)NC(C)C)cc2C(=O)N([C@H](C)CO)C[C@H]1C | 7.9
N#CC(C(=O)c1ccco1)c1nc2ccccc2[nH]1 (configuration not stated) | 4.0

# Gathered by group, those above containing a cyano group (two)
Molecule | ROS inducer
Cc1cc(-c2cccs2)c(C#N)c(SCC(=O)Nc2cccc(F)c2)n1 | 28.0
N#CC(C(=O)c1ccco1)c1nc2ccccc2[nH]1 (configuration not stated) | 4.0

# The results go on:
Molecule | ROS inducer
CC(C)(C)c1ccc(OC(=O)CCN2C(=O)C3C4C=CC(C5CC45)C3C2=O)cc1 (configuration not stated) | -8.2
C[C@@H]1CN([C@@H](C)CO)C(=O)c2cccc(NC(=O)Nc3ccccc3)c2O[C@H]1CN(C)Cc1ccc(Oc2ccccc2)cc1 | 105.3*
C[C@@H]1CN([C@H](C)CO)C(=O)c2cccc(NC(=O)c3ccc(-c4nccs4)cc3)c2O[C@H]1CN(C)S(=O)(=O)c1cn(C)cn1 | -10.1
CCN(CC(=O)Nc1cccc(Cl)c1C)S(=O)(=O)c1ccc(C)cc1 | -7.5
Cc1noc(C)c1NC(=O)Nc1ccc2c(c1)C(=O)N([C@H](C)CO)C[C@H](C)[C@@H](CN(C)Cc1ccncc1)OCCCC[C@@H](C)O2 | -11.4
O=C(C1CCN(c2ncnc3c2sc2cccc(F)c23)CC1)N1CCCCCC1 | 23.7
CC(=O)OC[C@]12[C@H](OC(C)=O)[C@H](OC(C)=O)[C@@H]3[C@@H](OC(C)=O)[C@@]14O[C@@]3(C)COC(=O)c1cnccc1CC[C@H](C)C(=O)O[C@@]4(C)[C@@H](O)[C@H](O)[C@@H]2OC(C)=O | 31.9
C[C@]12CC[C@@H]3c4ccc(OS(=O)(=O)O)cc4CC[C@H]3[C@@H]1CCC2=O | 45.9
Cc1ccc(S(=O)(=O)N(C)C[C@H]2Oc3ccc(NS(=O)(=O)c4ccc(Cl)cc4)cc3C(=O)N([C@H](C)CO)C[C@H]2C)cc1 | 8.3
C[C@@H]1CN([C@@H](C)CO)C(=O)c2cccc(N(C)C)c2O[C@@H]1CN(C)C(=O)Nc1ccc(C(F)(F)F)cc1 | -8.8

# (next part)
Molecule | ROS inducer
O=C(Nc1cccnc1)c1cc2ccccc2oc1=O | -10.6
Cc1nc(C)c(-c2ccnc(C34CC5CC(CC(C5)C3)C4)n2)o1 | -6.1
CCc1ccc(NC(=O)CSc2nncn3c2cc2occc23)cc1 | -3.7
O=C(c1cccc(Cl)c1)N(Cc1ccccc1)Cc1ccccc1 | -1.0
C[C@H]1CN([C@@H](C)CO)C(=O)Cc2cc(NC(=O)Nc3ccc(F)cc3)ccc2O[C@@H]1CN(C)CC1CC1 | 2.5
COC(=O)CNC(=O)c1cc(-c2ccc(F)cc2)nc2ccccc12 | 5.8
Cc1ccc(-c2ccc(CCC(=O)O)n2-c2ccc(N(C)C)cc2)cc1 | 13.0
COc1ccc(Br)cc1S(=O)(=O)N1CCN(Cc2ccc3c(c2)OCO3)CC1 | 11.2
C[C@H](CO)N1C[C@H](C)[C@H](CN(C)Cc2ccc(-c3ccccc3)cc2)Oc2ccc(NC(=O)c3ccncc3)cc2CC1=O | 0.7
C=C1C(=O)O[C@H]2C[C@@H](C)[C@@H]3CCC(=O)[C@@]3(C)C[C@H]12 | 39.5

# Taken from the listing (two entries):
Molecule | ROS inducer
C[C@H](CO)N1C[C@H](C)[C@H](CN(C)Cc2ccc(-c3ccccc3)cc2)Oc2ccc(NC(=O)c3ccncc3)cc2CC1=O | 0.7
C=C1C(=O)O[C@H]2C[C@@H](C)[C@@H]3CCC(=O)[C@@]3(C)C[C@H]12 | 39.5

# (further entries)
Molecule | ROS inducer
Cc1cc(C(F)(F)F)nc(SCC(=O)Nc2ccccc2C(F)(F)F)n1 | -24.7
C[C@@H]1CN([C@H](C)CO)C(=O)c2cccc(NC(=O)Nc3ccc(C(F)(F)F)cc3)c2O[C@H]1CN(C)C(=O)NC1CCCCC1 | 12.9
OC[C@H]1O[C@@H](OCc2ccccc2)[C@H](O[C@@H]2OC[C@](O)(CO)[C@H]2O)[C@@H](O)[C@@H]1O | 1.9
O=C(CC1C(=O)NCCN1C(=S)Nc1ccccc1)Nc1ccc2c(c1)OCCO2 (configuration not stated) | 5.1
C[C@@H]1CN([C@H](C)CO)C(=O)c2cc(NS(C)(=O)=O)ccc2O[C@@H]1CN(C)S(=O)(=O)c1ccc(F)cc1 | -16.3
O=C(CSc1nc(-c2ccccc2)cc(=O)[nH]1)c1c[nH]c2ccccc12 | -3.1
NC(N)=NC(N)=Nc1cc(-c2cccs2)[nH]n1 | 3.9
COC(=O)COc1cccc(NC(=O)c2ccc(Cl)c(Cl)c2)c1 | 1.9
Cc1nnc(SCC(=O)N2CCc3ccccc32)n1-c1ccccc1 | -5.2
C[C@@H]1CN([C@@H](C)CO)C(=O)c2cccc(NC(=O)c3ccncc3)c2O[C@H]1CN(C)C(=O)Nc1ccccc1 | -5.2

# New compounds follow:
Molecule | ROS inducer
COc1cc(OC)cc(-c2nc(N)c3c(C)c(-c4ccc(OC)c(OC)c4)sc3n2)c1 | 12.1
C[C@@H]1CN([C@H](C)CO)C(=O)CCCn2nncc2CO[C@H]1CN(C)C(=O)c1ccc2ccn(C)c2c1 | -2.3
C[C@@H]1CCCCO[C@@H](CN(C)Cc2ccccc2)[C@@H](C)CN([C@H](C)CO)C(=O)c2cc(NS(=O)(=O)c3ccc(F)cc3)ccc2O1 | 43.8
CC(C)NC(=O)N(C)C[C@H]1Oc2ccc(NC(=O)Cc3ccccc3)cc2C(=O)N([C@@H](C)CO)C[C@@H]1C | -5.8
Cc1noc(C)c1NC(=O)N(C)C[C@H]1Oc2c(NC(=O)c3ccncc3)cccc2C(=O)N([C@H](C)CO)C[C@@H]1C | -3.2
COc1ccc(/C=C2/SC(=O)N(CC(=O)NCCO)C2=O)cc1OC | -8.1
Cc1noc(C)c1NC(=O)N(C)C[C@H]1Oc2ccc(NC(=O)Cc3cn(C)c4ccccc34)cc2C(=O)N([C@@H](C)CO)C[C@@H]1C | 8.3
C[C@H]1CN([C@@H](C)CO)C(=O)c2cccc(NC(=O)c3ccncc3)c2O[C@H]1CN(C)Cc1ccc(C(=O)O)cc1 | -4.7
CC(C)NC(=O)N(C)C[C@@H]1Oc2ccc(NC(=O)Nc3ccccc3)cc2C(=O)N([C@H](C)CO)C[C@H]1C | -4.1
C[C@@H]1CN([C@@H](C)CO)C(=O)c2cc(NC(=O)C3CCCCC3)ccc2O[C@H]1CN(C)Cc1ccc(Oc2ccccc2)cc1 | 56.7

# (next part)
Molecule | ROS inducer
Cc1noc(C)c1NC(=O)Nc1ccc2c(c1)C(=O)N([C@H](C)CO)C[C@H](C)[C@H](CN(C)Cc1ccc(Cl)c(Cl)c1)O2 | -10.5
O=C(O)CCc1nn2c3ccccc3n(CC(=O)c3ccccc3)c2nc1=O | -7.6
O=C(Cn1cnc2c(oc3ccccc32)c1=O)NCc1ccccc1 | 0.9
Cc1cc(C(=O)Nc2cccc3c2O[C@H](CN(C)C(=O)Nc2c(C)noc2C)[C@@H](C)CN([C@@H](C)CO)C3=O)n(C)n1 | -10.7
COc1cc(NC(=S)NCc2ccc(S(N)(=O)=O)cc2)c(OC)cc1Cl | 22.3
Cc1ccc(CN(C(=O)COc2c(F)c(F)c(F)c(F)c2F)C2CCS(=O)(=O)C2)o1 (configuration not stated) | -7.3
Cc1sc2ncnc(SCC(=O)Nc3ccccc3-c3ccccc3)c2c1C | 9.7
COc1ccc(C(=O)Nc2ccc(-c3cn4ccccc4n3)cc2)cc1 | -18.0
C[C@H]1CN([C@@H](C)CO)C(=O)c2cccc(NS(=O)(=O)c3ccc(Cl)cc3)c2O[C@@H]1CN(C)CC1CCCCC1 | 9.2
O=C(CSc1nc2ccccc2c(=O)[nH]1)Nc1ccccc1Cl | -0.6

# Next section
Molecule | ROS inducer
Cc1ccc(-c2csc3ncnc(SCC(=O)c4ccc(F)cc4)c23)cc1 | -9.3
C[C@@H]1CN([C@@H](C)CO)C(=O)c2cccc(NC(=O)C3CC3)c2O[C@@H]1CN(C)S(=O)(=O)c1cn(C)cn1 | -6.6
C[C@@H]1CCCCO[C@H](CN(C)C(=O)Nc2ccc(C(F)(F)F)cc2)[C@@H](C)CN([C@H](C)CO)C(=O)c2cc(NC(=O)CCC(F)(F)F)ccc2O1 | 13.1
COC(=O)c1c(NC(C)=O)sc2c1CCC2 | -9.7
C[C@H](CO)N1C[C@H](C)[C@@H](CN(C)Cc2ccc(-c3ccccc3)cc2)Oc2c(NC(=O)C3CC3)cccc2C1=O | 173.3*

# Screening data deposited in PubChem BioAssay by Broad Institute.
